Bioassay records: PubChem BioAssay, several laboratories
HTR5A ag: HTR5A agonists in luminescence cell assay, primary screen, counter-screen for OPRM1-OPRD1 heterodimer agonist project, full-deck HTS; AID 504692, 2011; cell-based; hit rate 0.61% among 340,000; 5-hydroxytryptamine receptor 5A (Homo sapiens), P47898; activation, % at 9.3 µM; in the data active means activation mostly above about 9.5%, no sharp cut-off; inactive means mostly below about 7.6%;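 further: 0% = cells with vehicle only and 100% = reference agonist; strong numbers were not always called active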
Target sequence (P47898 whole entry, looked up): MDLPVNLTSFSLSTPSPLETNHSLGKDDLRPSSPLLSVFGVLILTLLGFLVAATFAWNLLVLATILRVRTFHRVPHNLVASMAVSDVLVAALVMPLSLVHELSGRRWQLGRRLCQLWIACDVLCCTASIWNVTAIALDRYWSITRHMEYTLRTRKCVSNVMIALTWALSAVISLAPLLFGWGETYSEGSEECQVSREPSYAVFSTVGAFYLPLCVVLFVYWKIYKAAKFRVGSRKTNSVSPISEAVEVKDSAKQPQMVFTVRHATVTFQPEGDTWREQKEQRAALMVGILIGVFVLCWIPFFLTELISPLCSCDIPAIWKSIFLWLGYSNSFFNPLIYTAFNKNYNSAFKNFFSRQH
NSD2 HMT inh: NSD2 histone methyltransferase inhibitors, primary screen, biochemical, AlphaScreen, single concentration, set 2; inhibition, % at 12.5 µM; NSD2 peptide methylation, 120 min; AID 743445, 2014; hit rate 0.54% among 310,000; in the data active means inhibition above about 50%
Wnt bcat act: Wnt/beta-catenin pathway activators, primary screen, cell-based, plate reader, single point; Wnt/beta-catenin reporter cell assay, activator; activation, % at 9.35 µM; hit rate 1.2% among 300,000; AID 743398, 2014; in the data active means activation above about 30%, passing the limit was not always enough;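 further: 0% = neutral control wells and 100% = positive control wells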
PvdQ acylase: P. aeruginosa PvdQ acylase inhibitors, primary screen, biochemical, fluorescence, plate reader and imaging, single point. hit rate 0.063% among 340,000. PvdQ acylase [Pseudomonas aeruginosa LESB58]. purified PvdQ acylase. inhibition, % at 10 µM; in the data active means inhibition above about 30%, passing the limit was not always enough;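 further: 0% = vehicle neutral wells and 100% = reference inhibitor wells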
SR-BI DiI inh: inhibitors of SR-BI mediated HDL lipid uptake, primary screen, ldlA[mSR-BI] cells, fluorescence, single point; Scavenger receptor class B member 1 (Mus musculus), Q61009; ldlA[mSR-BI] CHO cells, DiI-HDL uptake fluorescence, 3 h; inhibition, % at 12.5 µM; hit rate 0.96% among 320,000;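 active means mean replicate inhibition of at least 70% and a set share of replicates each scoring 70 or more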;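 further: 0% = median of neutral control wells and 100% = median of positive control wells; values of inactives mirror those of a sister screen read the other way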
Target sequence (Q61009 whole entry, looked up): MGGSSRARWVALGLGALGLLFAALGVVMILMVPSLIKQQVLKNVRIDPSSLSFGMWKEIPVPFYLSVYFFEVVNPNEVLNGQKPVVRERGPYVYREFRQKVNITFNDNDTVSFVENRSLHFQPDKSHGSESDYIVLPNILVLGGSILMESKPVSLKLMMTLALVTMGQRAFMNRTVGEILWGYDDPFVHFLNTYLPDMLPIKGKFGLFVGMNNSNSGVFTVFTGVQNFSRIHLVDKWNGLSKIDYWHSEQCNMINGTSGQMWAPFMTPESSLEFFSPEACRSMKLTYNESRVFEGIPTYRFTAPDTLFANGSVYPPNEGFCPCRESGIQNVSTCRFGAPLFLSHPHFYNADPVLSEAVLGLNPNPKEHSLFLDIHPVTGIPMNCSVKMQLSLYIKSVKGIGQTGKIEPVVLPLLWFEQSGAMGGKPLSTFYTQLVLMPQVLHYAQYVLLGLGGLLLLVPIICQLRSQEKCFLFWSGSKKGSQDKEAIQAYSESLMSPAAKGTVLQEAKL
dFosB activator: activators of delta FosB homodimer, primary screen, biochemical, fluorescence polarization, TAMRA-CDK5 oligo, single point; activation, % at 25 µM; purified delta FosB; percent of positive-control signal above neutral wells; AID 493131, 2011; Protein FosB (Mus musculus), P13346; hit rate 0.99% among 340,000;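 active means mean activation above about 17%, with every replicate also reaching it, limit read from the data, passing the limit was not always enough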;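 further: fluorescence polarization rise as delta FosB binds a TAMRA Cdk5 AP-1 oligo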
CDK5 p35 inh: inhibitors of human CDK5/p35 kinase, primary screen, biochemical, single concentration | Cyclin-dependent kinase 5 (Homo sapiens) + Cyclin-dependent kinase 5 activator 1 (Homo … | Recombinant CDK5/p35, ADP-Glo luminescence, 60 min | inhibition, % at 10 µM | hit rate 0.01% among 330,000;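 active means highest replicate inhibition of at least 50% and at least 75% of replicates reaching 50%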;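 further: plate controls were DMSO neutral control for no effect and GW8510 at 10 µM for full effect; many of its hits are not listed in these tables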
V-ATPase pHluor: regulators of yeast V-ATPase proton pumping, primary screen, pHLuorin cytosolic pH fluorescence | S. cerevisiae | response, % at 10 µM | hit rate 0.37% among 350,000 | AID 504577, 2011; in the data active means response mostly above about 7.3%, no sharp cut-off; inactive means mostly below about 5.4%; further: actives read high; inactives centre near 0; some compounds called inactive have numbers as strong as hits; reference of the scale not given here
MITF act: activators of MITF-driven TRPM1 promoter reporter, primary screen, cell-based, SK-MEL-5, luciferase, single point; SK-MEL-5 TRPM1-promoter luciferase, 24 h; % of positive control, neutral wells = 0; AID 588334, 2011; hit rate 0.75% among 300,000; activation, % at 12.5 µM;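 active means mean activation of at least 80% with every replicate also reaching 80%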;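 further: 0% = neutral control wells and 100% = parthenolide positive control wells; values of inactives mirror those of a sister screen read the other way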
HTR5A inv ag: HTR5A inverse agonists in luminescence cell assay, primary screen, counter-screen for OPRM1-OPRD1 heterodimer inverse agonist project, full-deck HTS; 5-hydroxytryptamine receptor 5A (Homo sapiens), P47898; HTR5A cell line, inverse agonism; inhibition, % at 9.3 µM; hit rate 0.083% among 340,000; in the data active means inhibition mostly above about 23%, no sharp cut-off; inactive means mostly below about 18%;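 further: 0% = cells with DMSO and 100% = no-cell wells with DMSO; some compounds called inactive have numbers as strong as hits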
Active calls of the source: *; . = no result given.

structure | CDK5 p35 inh | NSD2 HMT inh | HTR5A ag | PvdQ acylase | HTR5A inv ag | Wnt bcat act | SR-BI DiI inh | V-ATPase pHluor | dFosB activator | MITF act
O=C1C2C3C=CC(C3=C(c3ccccc3)c3ccccc3)C2C(=O)N1CCO (centres undefined) | -1.8 | 2 | 5 | 7 | -20 | . | -2 | -1 | -13 | -7
O=C(N/N=C/c1ccc([N+](=O)[O-])cc1)c1c[nH]c2ccccc12 | 0.5 | 0 | -7 | -9 | 20 | -4 | 30 | -1 | 4 | 24
COc1ccc([N+](=O)[O-])cc1NS(=O)(=O)c1cccc(C(=O)O)c1 | -0.7 | 0 | -3 | -1 | 20 | -1 | . | -1 | -3 | -4
CC(C(=O)Nc1ccc(S(=O)(=O)Nc2ncccn2)cc1)N1C(=O)c2ccccc2S1(=O)=O (centres undefined) | 0.1 | -1 | 1 | -7 | -2 | -1 | 15 | -4 | -7 | 10
CCOc1ccc(S(=O)(=O)NCCC(=O)NCc2ccc(OC)c(OC)c2)cc1 | 0.1 | 0 | -1 | -18 | 6 | -4 | -1 | -1 | -8 | -6
CCOC(=O)c1cc(C)n(Cc2cccc(OC)c2OC)c1C | -0.9 | 3 | 2 | -7 | -1 | . | 26 | 0 | -10 | -19
O=C(COC(=O)Cn1cc(C(F)(F)F)ccc1=O)NCc1ccccc1 | 2.2 | 2 | -2 | 3 | 6 | -2 | -28 | -4 | -1 | -4
Cc1ccc(NC(=O)CNc2ccc(N3CCOCC3)cc2)cc1S(=O)(=O)N(C)C | 0.5 | 1 | 3 | -5 | -13 | 1 | 5 | -2 | -6 | -9
O=C(CSc1nnc2nnc3ccccc3n12)N1CCOCC1 | -2.5 | -5 | 2 | -13 | 18 | 2 | 5 | 1 | 1 | -57
Cc1cc(C(=O)Oc2cccnc2)ccc1[N+](=O)[O-] | 0.7 | -4 | -6 | -13 | 13 | 0 | 13 | 1 | 1 | 15
CC(C(=O)NC1C(=O)N2C(C(=O)O)=C(CSc3nnnn3C)CSC12)n1cc(Br)cn1 (centres undefined) | 0.6 | 3 | 4 | -2 | -3 | 0 | -10 | 0 | 6 | 11
Cc1ccccc1N(CC(=O)N1CCCC1)S(=O)(=O)c1ccc(Cl)cc1 | -0.9 | 0 | -2 | -11 | 1 | 6 | 10 | 4 | -6 | 9
CCCCC(CCC(=O)O)(C(=O)OCC)c1csc(N)n1 (centres undefined) | -1.6 | 0 | -6 | -4 | 16 | 0 | -11 | -1 | -1 | -6
OCCC1CN(Cc2c(F)cccc2Cl)CCN1C1CCCCC1 (centres undefined) | 1.1 | 8 | 1 | -2 | -1 | 4 | -39 | 0 | -7 | 2
CC(O)CNc1nc2c(c(=O)n(C)c(=O)n2C)n1Cc1cccc(C(F)(F)F)c1 (centres undefined) | -0.5 | 4 | 4 | 7 | 9 | -5 | 1 | 5 | -7 | .
O=C(Cc1n[nH]c(=O)c2ccccc12)NCc1ccccc1 | -0.2 | 3 | . | -12 | . | 1 | 1 | 0 | -4 | 6
Nc1nnc(CSCc2ccc(Cl)cc2Cl)s1 | 0.4 | -1 | -1 | -8 | 2 | 1 | 12 | 10 | -4 | 11
Cc1nn(CC2CC2)c(=O)n1N(C)c1ncc(C(F)(F)F)cc1Cl | 0.7 | . | 1 | -9 | -2 | 2 | -6 | 1 | -10 | 14
O=C(NCCCc1ccncc1)C1CCC(=O)N(Cc2ccc(Cl)cc2)C1 (centres undefined) | -0.5 | -2 | -1 | -14 | 2 | 0 | -27 | 1 | 0 | 14
C=CCn1c(=O)[nH]c2cc(C(=O)N3CC=C(c4ccccc4)CC3)ccc2c1=O | -5.3 | 3 | 7 | -2 | -23 | 0 | . | 2 | -16 | 5
Cc1c(NC2=NC3(CCCCC3)Cc3ccccc32)c(=O)n(-c2ccccc2)n1C | 0.9 | -1 | 1 | 4 | 14 | . | -4 | 6 | -4 | 5
Cc1cc(C)cc(N(CCC#N)C(=O)COC(=O)C2CCN(c3ccc(C(F)(F)F)cn3)CC2)c1 | 2.5 | -3 | -4 | 1 | 13 | -1 | 15 | 0 | -11 | -3
O=C(Cc1ccccc1)Nc1nnc(SCC(=O)NC2CCCC2)s1 | -0.4 | . | 1 | -11 | 0 | 0 | -19 | -2 | -6 | -6
COc1ccc(OC)c(NC(=S)NC(=O)c2ccc(Br)o2)c1 | -0.2 | 0 | 1 | -2 | -2 | -2 | 35 | 2 | -10 | 2
O=C1c2cccc3cccc(c23)C(=O)N1c1cccnc1 | -1.6 | . | 5 | -7 | -14 | 1 | 13 | 3 | 9 | -7
C/C=C/C(=O)N1CC2(CC(c3cccc(NC(=O)COc4ccc(Cl)cc4)c3)=NO2)C[C@@H]1C(N)=O (some centres undefined) | 1.2 | . | 3 | -8 | -34 | 3 | 69 | 1 | -13 | 19
Cc1ccc(C)c(N2CCN(C(=O)Cn3ncn4cccc4c3=O)CC2)c1 | -0.2 | . | -4 | -2 | 13 | 0 | 10 | 8 | -1 | -6
Nc1nc(NCCN2CCOCC2)nc(NCc2ccccc2)c1[N+](=O)[O-] | 1.0 | 2 | -2 | -3 | -7 | -3 | -3 | 3 | -1 | 0
O=C(Nc1nnc(C(F)(F)F)s1)c1ccc(Br)s1 | -2.0 | -2 | 6 | 3 | -16 | -1 | -4 | 1 | 0 | 36
CCC(=O)NC(Nc1c(C)n(C)n(-c2ccccc2)c1=O)C(Cl)(Cl)Cl (centres undefined) | 2.4 | 1 | -2 | -12 | 6 | -3 | -28 | 2 | -3 | 6
CCCC(=O)N1CC(=O)Nc2ccc(C)cc2C1c1ccccc1 (centres undefined) | -2.1 | -1 | 4 | -2 | -17 | -2 | -23 | -1 | -1 | 6
Cc1nc(SCc2ccccc2C)n[nH]1 | 2.9 | -1 | 1 | -19 | -25 | 7 | 20 | -2 | -6 | -6
O=C(COC(=O)c1ccc(Br)o1)NCc1ccc2c(c1)OCO2 | -0.1 | 5 | -2 | 3 | 4 | 2 | 13 | -2 | 6 | -9
COc1nc(N)nc2c1ncn2C1OC(CO)CC1O (centres undefined) | -0.8 | -9 | 2 | -16 | -8 | 0 | -2 | 3 | 6 | 2
COc1ccc(Cl)cc1NC(=O)c1c(-c2ccccc2)noc1C | -0.2 | -1 | 7 | -11 | -26 | . | 76* | 2 | 3 | -9
N/C(=N\OC(=O)c1ccccc1Br)c1cccc([N+](=O)[O-])c1 | 0.8 | 3 | 1 | 6 | -5 | 43* | 17 | -4 | 2 | 65
Cc1ccc(N2C(=O)[C@@H]3[C@H](C2=O)C2c4ccccc4C=CN2[C@@H]3C(=O)c2ccco2)c(C)c1 (some centres undefined) | -0.6 | . | -9 | 10 | 21 | . | 7 | 1 | -2 | -10
CC(C)C[C@@H](C(=O)N[C@@H](C(=O)O)c1ccccc1)N1C(=O)N2CCc3c([nH]c4ccccc34)[C@@]2(C)C1=O | 1.5 | . | -3 | 8 | 18 | -1 | 0 | 0 | -6 | .
CCCOc1ccc(C(=O)NCCCn2ccnc2)cc1 | 1.3 | -1 | -4 | 1 | -20 | . | -21 | -2 | -8 | -9
Cc1cccc(CSCc2ccc(C(=O)O)o2)c1 | 1.2 | -2 | -2 | -6 | 9 | 7 | -13 | -2 | -8 | 10
CC(C)Cn1c(-c2ccc(C#N)cc2)nc2c1c(=O)[nH]c(=O)n2CC(C)C | -1.0 | 1 | 1 | -32 | -2 | . | -1 | 1 | -14 | -12
COC(=O)C1=NN(c2cccc(C)c2)C2C(=O)N(c3ccccc3OC)C(=O)C12 (centres undefined) | -0.7 | -2 | -1 | -10 | -7 | . | 8 | 1 | -9 | 10
CC(=O)c1cccc(NC(=O)COC(=O)c2ccccn2)c1 | 0.7 | 0 | 2 | -19 | -2 | 2 | 26 | 0 | -4 | -13
COc1ccc(N2CCN(C(CNC(=O)C(=O)NCc3ccncc3)c3ccco3)CC2)cc1 (centres undefined) | -0.7 | 5 | 3 | -9 | -22 | 2 | . | 2 | -4 | 10
CCC(C)NCCCCOc1ccc(C)cc1[N+](=O)[O-] (centres undefined) | -0.8 | 25 | 0 | -10 | -22 | -5 | -37 | 1 | 5 | 7
CCOc1ccc(N=C2NC(=O)S/C2=C\c2ccc(O)cc2)cc1 | 3.1 | 1 | -2 | -12 | 13 | . | 47 | . | -1 | 9
C=CCN(CC=C)C(=S)NC(=O)Cc1cccc2ccccc12 | 1.6 | -1 | 0 | 12 | 1 | 0 | 5 | 0 | -5 | -15
COc1cc2c(cc1OC)CN(c1nc(CN3CCOCC3)nc3sc4c(c13)CCCC4)CC2 | -2.3 | 12 | -1 | -9 | 19 | -7 | -6 | 0 | -9 | -8

Compounds listed so far that have a thiophene ring, fused or not, in the order listed:
structure | CDK5 p35 inh | NSD2 HMT inh | HTR5A ag | PvdQ acylase | HTR5A inv ag | Wnt bcat act | SR-BI DiI inh | V-ATPase pHluor | dFosB activator | MITF act
O=C(Nc1nnc(C(F)(F)F)s1)c1ccc(Br)s1 | -2.0 | -2 | 6 | 3 | -16 | -1 | -4 | 1 | 0 | 36
COc1cc2c(cc1OC)CN(c1nc(CN3CCOCC3)nc3sc4c(c13)CCCC4)CC2 | -2.3 | 12 | -1 | -9 | 19 | -7 | -6 | 0 | -9 | -8

(continued)
structure | CDK5 p35 inh | NSD2 HMT inh | HTR5A ag | PvdQ acylase | HTR5A inv ag | Wnt bcat act | SR-BI DiI inh | V-ATPase pHluor | dFosB activator | MITF act
CCCCN1CC(C(=O)NC2CCCCC2)CC1=O (centres undefined) | -0.8 | -2 | 6 | -6 | -16 | 0 | -27 | 5 | 0 | 14
N=C1/C(=C\c2ccc(OC(=O)c3ccco3)cc2)C(=O)N=C2SC(N3CCCCC3)=NN12 | 0.5 | . | -4 | 5 | -19 | 8 | -34 | -3 | -10 | .
CCOC(=O)c1cnc2nc(COc3ccccc3)[nH]n2c1=O | 0.3 | 1 | 2 | -14 | -5 | . | 13 | -1 | -4 | .
COc1cc(NC(=O)CCc2nnc3ccc(N4CCOCC4)nn23)cc(OC)c1OC | -0.1 | -14 | -4 | 6 | 13 | 0 | 6 | -2 | -1 | -2
CCOc1ccc(C(=O)C2CCN(C(=O)c3ccc([N+](=O)[O-])cc3)CC2)cc1 | -0.7 | -1 | 3 | -12 | -10 | 13 | 6 | -2 | -14 | .
O=C1NC[C@H](Cc2ccccc2)N(CC2CCN(CCc3ccccc3)CC2)C1=O | 0.6 | . | -2 | 4 | 6 | -1 | -9 | 4 | 10 | 3
COc1ccc(CCCN2CCC(CN3CCNC(=O)C3=O)CC2)cc1OC | -0.8 | . | -1 | -11 | 4 | 1 | -3 | 3 | 6 | -4
COCCNC(=O)Nc1ccc2nc(C)sc2c1 | -1.3 | . | 2 | -6 | -15 | 0 | -18 | 1 | 0 | .
